High-throughput results from PubChem BioAssay.
MBD2 DNA inh: inhibitors of MBD2 binding to methylated DNA, primary screen, biochemical, TR-FRET, DNA-binding domain, human; Methyl-CpG-binding domain protein 2 (Homo sapiens), Q9UBB5; MBD2 binding to methylated oligonucleotide; inhibition, % at 4.4 µM; hit rate 0.31% among 370,000; in the data active means inhibition above about 13%
Target sequence (Q9UBB5 whole entry, looked up, the tested form may be a part): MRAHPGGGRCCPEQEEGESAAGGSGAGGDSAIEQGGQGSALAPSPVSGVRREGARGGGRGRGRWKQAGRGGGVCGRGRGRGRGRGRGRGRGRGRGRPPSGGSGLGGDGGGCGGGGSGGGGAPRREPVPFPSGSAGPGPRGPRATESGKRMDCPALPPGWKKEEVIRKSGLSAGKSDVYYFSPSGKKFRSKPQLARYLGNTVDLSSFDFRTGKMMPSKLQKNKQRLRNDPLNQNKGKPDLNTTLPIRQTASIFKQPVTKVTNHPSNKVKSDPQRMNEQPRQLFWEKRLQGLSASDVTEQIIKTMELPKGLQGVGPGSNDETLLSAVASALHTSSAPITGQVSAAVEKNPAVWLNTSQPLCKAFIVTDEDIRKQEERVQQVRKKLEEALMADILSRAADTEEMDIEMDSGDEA
TCR CD3 inh: inhibitors of human TCR-CD3 interaction, primary screen, biochemical, fluorescence, TAMRA-labeled TCR probe | inhibition, % at 9.4 µM | hit rate 0.37% among 360,000; in the data active means inhibition above about 19%;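 further: recombinant mutant TCR 2C K166C tagged with TAMRA read by polarization; 0% = receptor in buffer alone and 100% = receptor with positive control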
SIAE primary: human SIAE inhibitors, primary screen, biochemical, fluorescence polarization, FP-Rh probe, 1536-well HTS | inhibition, % at 9.66 µM | SIAE FP-Rh probe binding | hit rate 0.69% among 370,000;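 active means inhibition above a cutoff: mean of compounds within the control limits plus 3 SD of those, cut at about 17% in these data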;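 further: 0% = plate median of compound wells and 100% = probe without SIAE protein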
UHRF1 MBD2 ctr: UHRF1 methylated DNA binding inhibitors, primary screen, counter-screen for MBD2 inhibitor project, biochemical, TR-FRET, human UHRF1, single concentration; E3 ubiquitin-protein ligase UHRF1 (Homo sapiens), Q96T88; UHRF1 binding to methylated oligo; inhibition, % at 4.4 µM; hit rate 0.75% among 370,000; in the data active means inhibition above about 21%;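 further: UHRF1 SRA domain binding a hemimethylated CpG hairpin DNA probe; 0% = median of test compound wells and 100% = reference inhibitor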
ABHD4 inh: ABHD4 inhibitors, primary screen, biochemical, fluorescence polarization, mouse | purified mABHD4, FP-Rh probe fluorescence polarization | inhibition, % at 8.92 µM | hit rate 0.54% among 370,000;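 active means inhibition exceeding the mean over every tested compound plus 3 SD, cut at about 30% in these data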;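 further: 0% = plate median of compound wells and 100% = S159A mutant with DMSO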
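Assay system: mABHD4 protein; medium: HEPES pH 7.0, NaCl, Pluronic buffer; dosing: 8.92 µM, single dose; schedule: 45 min + 60 min at 25 °C; signal: FP readout, ex 525 nm / em 598 nm; read-out: normalized percent inhibition of probe labeling; repeats: single replicate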
rCAG binder: binders of r(CAG) RNA repeats, primary screen, biochemical, fluorescence; r(CAG) RNA repeat, TO-PRO-1 dye displacement fluorescence; inhibition, % at 3 µM; hit rate 1.3% among 370,000; AID 651821, 2012;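 active means inhibition above the plate cutoff, the mean of all test compounds on that plate plus 3 SD, cut at about 35% in these data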;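 further: 0% = DMSO alone and 100% = 100 µM mitoxantrone as full dye displacement; higher means more dye released from RNA so lower well fluorescence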
HTRA1 inh: HTRA1 serine protease inhibitors, primary screen, biochemical, fluorescence polarization, HTS | Q92743 | recombinant HTRA1, FP-rhodamine activity-based probe | inhibition, % at 5.96 µM | hit rate 0.5% among 340,000 | AID 504803, 2011; in the data active means inhibition above about 36%;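 further: 0% = enzyme with DMSO and 100% = wells lacking enzyme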
GC-B act: human GC-B receptor activators, primary screen, HEK293 GC-B cells, cGMP TR-FRET, EC30 CNP; Atrial natriuretic peptide receptor 2 (Homo sapiens), P20594; 0% at EC30 CNP, 100% saturating CNP; activation, % at 10 µM; AID 1920062, 2024; hit rate 0.11% among 370,000;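 active means activation at 10 µM reaching about 35% in either raw or pattern-adjusted values, limit read from the data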
NPR1 activator: GC-A stimulated cGMP production enhancers – HEK293 GC-A cells, cGMP TR-FRET, EC30 ANP, primary screen; 0% at EC30 ANP, 100% saturating ANP; activation, % at 10 µM; hit rate 0.14% among 370,000; in the data active means activation above about 40%
PRMT1 inh: PRMT1 methyltransferase inhibitors, primary screen, biochemical, fluorescence polarization | recombinant PRMT1, activity-based probe fluorescence polarization | inhibition, % at 2.79 µM | hit rate 1.3% among 370,000;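 active means inhibition above about 21% made by adding two undisclosed values, limit read from the data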
Target sequence (Q99873 whole entry, looked up): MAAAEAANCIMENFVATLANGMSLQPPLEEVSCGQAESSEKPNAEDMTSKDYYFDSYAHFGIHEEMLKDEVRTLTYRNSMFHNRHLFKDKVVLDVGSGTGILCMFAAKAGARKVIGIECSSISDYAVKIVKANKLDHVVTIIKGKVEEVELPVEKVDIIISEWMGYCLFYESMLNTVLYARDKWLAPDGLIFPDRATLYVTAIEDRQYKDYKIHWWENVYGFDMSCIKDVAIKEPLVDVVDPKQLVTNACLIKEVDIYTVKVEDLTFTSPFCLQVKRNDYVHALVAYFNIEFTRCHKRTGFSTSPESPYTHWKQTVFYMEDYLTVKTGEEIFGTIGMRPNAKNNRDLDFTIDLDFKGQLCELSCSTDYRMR
Starred values were filed as active, the others as inactive; / = not tested or not shown. The list is partial; rates above refer to the full screens.

Below each SMILES – MBD2 DNA inh, TCR CD3 inh, SIAE primary, UHRF1 MBD2 ctr, ABHD4 inh, rCAG binder, HTRA1 inh, GC-B act, NPR1 activator, PRMT1 inh
1. Cn1c(N)c(C(=O)CSc2nc(N)cc(N)n2)c(=O)n(C)c1=O
    -4, 3, 3, -4, -4, 1, 3, 1, 1, 0
2. Cc1ccc(S(=O)(=O)NC(Cc2ccccc2)C(=O)O)cc1C (stereo unspecified)
    0, 7, -7, 4, 8, 2, 2, 1, 5, 0
3. CCOC(=O)Nc1oc2ccccc2c(=O)c1C
    7, -6, 2, 2, 5, -2, -8, 2, 1, 2
4. O=C(Nc1ccncc1)c1cccc2ccccc12
    2, -1, -4, -2, -4, -3, -4, -6, -1, 5
5. COc1ccc(/C(O)=C2/C(=O)C(=O)N(CCCN3CCOCC3)C2c2ccc(OC)cc2)cc1 (stereo unspecified)
    -2, -11, 7, 1, -3, 3, 5, 0, 1, 6
6. C=CCOc1ccc(/C=C/C(=O)OCC(=O)NCc2cccc(OC)c2)cc1
    0, 6, 4, -1, 3, 0, -11, 1, -1, -2
7. COc1ccc(N2CCN(C(=O)c3ccccc3N(C)S(=O)(=O)c3ccccc3)CC2)cc1
    -4, -2, 0, 1, 3, -7, 3, -1, 2, 0
8. COc1ccc(OC)c(N(CC(=O)NCCSC2CCCCC2)S(=O)(=O)c2ccccc2)c1
    10, 2, -8, 6, -17, -5, -3, -3, -7, 4
9. CC1CN(c2nnnn2-c2ccccc2)CC(C)O1 (stereo unspecified)
    7, 0, -5, 2, 6, 1, -1, -3, 8, 2
10. CCCC(=O)Nc1sc(C)c(C)c1C#N
    3, 2, 12, -2, -2, -1, -3, 4, 0, -1
11. Cn1c(=O)c2c(nc(Sc3nc4ccccc4n3CC(=O)N3CCCCC3)n2C)n(C)c1=O
    1, 3, -2, -2, 1, -2, 1, 2, -2, 0
12. COC(=O)C1CCN(C(=O)COC(=O)C2CCN(S(=O)(=O)c3c(Cl)cccc3Cl)CC2)CC1
    7, -6, -2, 6, -9, -1, -2, -2, -6, 6
13. COc1ccc(Oc2nc(-c3ccncc3)nc3ccccc23)cc1
    -3, 4, -7, 1, 1, 0, /, -19, -20, 1
14. COc1ccc2cc(-c3cc(C(=O)OCC(=O)NC4CCS(=O)(=O)C4)c4ccccc4n3)ccc2c1 (stereo unspecified)
    -3, 8, -9, 0, -8, 7, -4, -9, -5, 1
15. CN(C)c1nc(OCCNC(=O)Nc2ccccc2)nc(N2CCCCC2)n1
    2, 4, 0, -3, 2, -4, -13, -9, -13, 1
16. OC1(c2cccnc2)CCN(Cc2nnnn2C2CCCCC2)CC1
    1, 1, 11, 0, 5, 1, -6, 4, 1, 2
17. CC(C)NC(=O)NC(=O)CSc1nnc(-c2ccccc2F)n1N
    1, -2, 1, 1, -3, -1, -1, 4, 5, 5
18. Cc1cccc(NC(=O)CN(CC2CCCO2)C(=O)c2oc3ccc(F)cc3c2C)c1C (stereo unspecified)
    5, 6, -1, -2, -3, 3, -18, 1, -5, -3
19. COc1ccc2[nH]cc(C(=O)CN3CCN(C4CCCCC4)CC3)c2c1
    1, 3, 8, 1, 8, 1, -1, 4, -2, 1
20. Nc1c(-c2ccccc2)c(CN2CCOCC2)nn1-c1ccc(C(=O)O)cc1
    0, 0, 2, 2, 1, 1, 3, 3, 1, 4
21. CC1CN(C(=O)/C=C/c2ccc3c(c2)OCO3)CC(C)O1 (stereo unspecified)
    -2, 0, -3, 0, 0, -4, 4, 2, 0, 2
22. CCCCCCc1ccc(N2C[C@H](C)[C@@H](CC(=O)NCc3ccccc3)C2=O)cc1
    4, -6, -1, 0, 3, -1, -8, 5, 2, 2
23. N#Cc1ccc(OCCN2CCc3ccccc3C2)cc1
    -2, 0, 2, -1, 6, -4, -1, -1, -2, 0
24. O=CNc1cc(-c2ccc(C(=O)NC3CC3)cc2)cn2c(-c3ccccc3)cnc12
    -2, -10, -16, -4, -13, 9, /, 23, 4, 2
25. CN(Cc1ccc(F)cc1)S(=O)(=O)c1ccc2[nH]c(=O)[nH]c2c1
    1, -4, 0, 1, -3, 2, -3, -5, 3, -6
26. CCN(CC)S(=O)(=O)c1ccc(-c2nnc(SCc3nnc(-c4ccc(C)cc4)o3)n2CC)cc1
    -7, -1, 0, -1, -1, 2, -7, 0, -2, -1
27. Cc1ccc(Nc2nc(C)cc(C)c2C(N)=O)cc1
    -1, 0, -1, -2, 1, 1, 6, 0, 4, 0
28. O=C(NC1CCCC1)C(c1ccc(O)cc1)N(CC1CCCO1)C(=O)C1COc2ccccc2O1 (stereo unspecified)
    -2, 5, 2, -2, 3, -2, -1, -7, -4, -1
29. COc1ccc(S(=O)(=O)N2CCC(C(=O)NCc3ccncc3)CC2)cc1
    -2, 6, 10, 6, 6, 3, 7, 9, -1, 1
30. Cc1sc2nc(SCC(=O)Nc3ccccc3F)[nH]c(=O)c2c1C
    -1, 4, 0, -1, 3, 2, -1, -4, -8, -1

Along the list, quoted from above.
Compounds 17 to 20 in PRMT1 inh read 5, -3, 1, 4
Compounds 17 to 20 in UHRF1 MBD2 ctr read 1, -2, 1, 2

Going on with the list.
Letters: A = MBD2 DNA inh; B = TCR CD3 inh; C = SIAE primary; D = UHRF1 MBD2 ctr; E = ABHD4 inh; F = rCAG binder; G = HTRA1 inh; H = GC-B act; I = NPR1 activator; J = PRMT1 inh
[31] CN(C(=O)COC(=O)c1ccc(C(C)(C)C)cc1)C1CCS(=O)(=O)C1 (stereo unspecified)
  A: 1 | B: -2 | C: -2 | D: 0 | E: 1 | F: -2 | G: 0 | H: 3 | I: 2 | J: -1
[32] Cc1c(O)cc2c(c1O)C(=O)CC(c1ccccc1)O2 (stereo unspecified)
  A: -1 | B: 2 | C: -3 | D: -2 | E: -16 | F: 0 | G: -1 | H: -10 | I: 1 | J: -8
[33] N/C(COc1ccc(C(=O)O)cc1)=N\O
  A: 1 | B: 0 | C: 6 | D: 2 | E: 7 | F: -2 | G: 8 | H: 6 | I: -1 | J: 2
[34] CCc1cccc(CC)c1NC(=O)CN1CCN(S(=O)(=O)c2ccccc2)CC1
  A: 2 | B: 2 | C: 2 | D: -4 | E: -4 | F: -7 | G: 5 | H: 0 | I: 3 | J: -2
[35] CC(=O)NCCCc1nc2ccccc2n1Cc1ccccc1F
  A: 2 | B: 8 | C: 0 | D: -1 | E: 1 | F: -4 | G: 5 | H: 6 | I: 1 | J: 0
[36] COc1ccc(CN2C[C@@H](CO)O[C@@H](n3cnc4c(N(C)C)ncnc43)C2)cc1
  A: -3 | B: 0 | C: 1 | D: 0 | E: -1 | F: 1 | G: / | H: -1 | I: 2 | J: -4
[37] Cc1ccc(NC(=O)CN2CCc3ccccc3C2)cc1F
  A: -4 | B: -11 | C: -1 | D: 1 | E: 4 | F: -7 | G: 2 | H: 0 | I: -1 | J: 6
[38] CCOC(=O)N1CCC(NC(=O)C2=CCN(S(=O)(=O)c3ccc(F)cc3)CC2)CC1
  A: -1 | B: 0 | C: 0 | D: -2 | E: 5 | F: -6 | G: 7 | H: 2 | I: 2 | J: 2
[39] CCc1nnc(NC(=O)C(CC)c2ccccc2)s1 (stereo unspecified)
  A: 5 | B: -3 | C: -6 | D: -1 | E: -1 | F: -4 | G: 3 | H: -2 | I: 1 | J: -4
[40] Cc1ccc(NC(=S)N2CCC(NC(=O)c3ccco3)CC2)cc1C
  A: 0 | B: -4 | C: 8 | D: -2 | E: 1 | F: 4 | G: 3 | H: 1 | I: -4 | J: -2

Sorted by value in PRMT1 inh (falling): four of the compounds above
nr	Molecule	PRMT1 inh
35	CC(=O)NCCCc1nc2ccccc2n1Cc1ccccc1F	0
31	CN(C(=O)COC(=O)c1ccc(C(C)(C)C)cc1)C1CCS(=O)(=O)C1 (stereo unspecified)	-1
34	CCc1cccc(CC)c1NC(=O)CN1CCN(S(=O)(=O)c2ccccc2)CC1	-2
36	COc1ccc(CN2C[C@@H](CO)O[C@@H](n3cnc4c(N(C)C)ncnc43)C2)cc1	-4

Carrying on:
Letters: A = MBD2 DNA inh; B = TCR CD3 inh; C = SIAE primary; D = UHRF1 MBD2 ctr; E = ABHD4 inh; F = rCAG binder; G = HTRA1 inh; H = GC-B act; I = NPR1 activator; J = PRMT1 inh
[41] Cc1ccc(Oc2nnc(-c3cccs3)c3ccccc23)cc1C
  A: -4 | B: 7 | C: 0 | D: -2 | E: -2 | F: -1 | G: 1 | H: -5 | I: -3 | J: -1
[42] C(#Cc1ccccc1)C[N+]1(CC#Cc2cccc3ccccc23)CCOCC1
  A: -3 | B: -3 | C: -1 | D: 1 | E: 5 | F: 5 | G: 10 | H: 2 | I: 4 | J: -1
[43] Cc1ccc(OCc2ccc(-c3ccccc3)cc2)c([N+](=O)[O-])n1
  A: -3 | B: -8 | C: -6 | D: 2 | E: -10 | F: 2 | G: -20 | H: 4 | I: 10 | J: 7
[44] Cc1ccc(CNC(=O)CCCC(=O)O)cc1
  A: 3 | B: -3 | C: 5 | D: 2 | E: 1 | F: 0 | G: -3 | H: 5 | I: 5 | J: 1
[45] COC(C[C@H]1O[C@H]1[C@H](O)[C@H](C)OCc1ccccc1)OC
  A: -1 | B: 4 | C: -2 | D: 3 | E: 7 | F: 3 | G: 3 | H: 4 | I: 5 | J: 0
[46] CC1C(=O)N2CCCc3cc(NC(=O)C(=O)NCc4ccc5c(c4)OCO5)cc1c32 (stereo unspecified)
  A: -5 | B: 4 | C: 11 | D: -2 | E: 4 | F: 3 | G: -1 | H: -8 | I: -4 | J: -3

Whole records, quoted from the list. Screens in order: MBD2 DNA inh, TCR CD3 inh, SIAE primary, UHRF1 MBD2 ctr, ABHD4 inh, rCAG binder, HTRA1 inh, GC-B act, NPR1 activator, PRMT1 inh
Listed for Cc1ccc(NC(=O)CN2CCc3ccccc3C2)cc1F = -4, -11, -1, 1, 4, -7, 2, 0, -1, 6
Listed for COc1ccc(CN2C[C@@H](CO)O[C@@H](n3cnc4c(N(C)C)ncnc43)C2)cc1 = -3, 0, 1, 0, -1, 1, /, -1, 2, -4
